High-throughput results as filed in PubChem.
PrPC TRFRET: cell surface PrPC inhibition, primary TR-FRET screen | TR-FRET read-out | inhibition, % at 13.8 µM | actives 0.43% (n = 370,000) | AID 720596; in the data active = inhibition above about 24%; also: 0% = median of the test wells and 100% = reference compound wells
CCHF vOTU inh: CCHFV vOTU protease inhibition; Pep-AMC fluorescence; actives 0.55% (n = 370,000); inhibition, % at 11.5 µM; in the data active = inhibition above about 30%; also: 0% = vehicle wells with enzyme and 100% = no enzyme wells
Starred values were filed as active, the others as inactive. Only part of the results is shown; the hit share may differ from the screen's.

SMILES	PrPC TRFRET	CCHF vOTU inh
CC(C)(C)OC(=O)NCc1cc2c(cc1/C=C/S(=O)(=O)NC1CCCC1)OCO2	15.0	4.2
COC(=O)/C=C1\OC(c2ccccc2)c2ccccc21 (stereo not given)	11.5	1.9
C=CCN(Cc1ccc2c(c1)OCO2)C(C#Cc1ccccc1)c1ccccc1C(F)(F)F (stereo not given)	-3.4	3.0
CCCCCC[C@H](CN(CCCC)S(C)(=O)=O)c1ccccc1	-0.8	26.2
Cc1cc(O)ccc1Cl	-1.5	-0.2
CCOC(=O)C[C@@H]1OC2CCCCC2N1S(=O)(=O)c1ccc(C)cc1 (stereo not given in full)	9.1	-6.2
Fc1cccc(CNC(=S)OC2CCC23CCC(c2ccccc2)CC3)c1 (stereo not given)	-1.6	9.1
COC(=O)[C@@]12C[C@@H](CC(=O)N3CCN(C(=O)c4ccco4)CC3)C(=O)N(Cc3ccc4c(c3)OCO4)C1=CCC(C)(C)C2	0.8	0.6
COC(=O)[C@]12C[C@H](CC(=O)NCCCN3CCCC3=O)C(=O)N(Cc3ccccc3)C1=C[C@H](C(C)(C)C)O[C@@H]2C	2.6	5.0
COC[C@H]1CCCN1c1cccc2c1S(=O)(=O)N(C1CC1)CC[C@@H](C)O2	-7.3	-0.6
Nc1[nH]c2cc(C(F)(F)F)ccc2c1C(=O)N1CCN(CCc2ccccc2)CC1	-8.2	11.2
COc1ccc(-n2c(COc3ccc(Cl)cc3)nnc2SCc2nc3ccccc3[nH]2)cc1	5.8	21.7
COc1cccc(C(C(=O)NC2CCCC2)N2CCN(c3cc(C)nc4ccccc34)CC2)c1OC (stereo not given)	-7.8	17.1
CCNC(=O)N(C)[C@H]1C[C@@H](c2ccccc2)N(C(C)=O)C[C@H]1CO	-0.4	11.5
Cc1ccc(NC(=O)N(Cc2ccco2)Cc2cc3cc(C)cc(C)c3nc2Cl)cc1	-6.8	10.1
C#CCNC(=O)C[C@@H]1C[C@@]2(C(=O)OC)CCCCC=C2N(CCc2ccc(OC)c(OC)c2)C1=O	4.3	-9.7
CCCCCC[C@@H](CC)CN(C(=O)Oc1ccccc1)c1ccccc1	-5.0	13.9
COc1ccc(-n2c(SCC(=O)Nc3ccc(Oc4ccccc4)cc3)nnc2-c2ccco2)cc1	-10.0	1.6
Cc1nc(NC(=O)c2ccccc2)sc1-c1cc(C(=O)N2CCOCC2)nn1CCO	1.7	8.0
Nc1[nH]c(C(=O)c2ccc(Br)cc2)c(-c2c(F)cccc2F)c1C(=O)NCCc1c[nH]c2ccccc12	-1.4	4.3
C=C(C)/C=C1/CN(Cc2ccc3c(c2)OCO3)C(=N)N1C(=O)OCc1ccccc1	-10.6	11.4
CC(=O)N(Cc1ccccc1)c1nccs1	6.8	1.4
COCc1[nH]nc2c1C(c1ccc(C)cc1)N(Cc1ccccc1)C2=O (stereo not given)	0.6	7.2
COc1ccc(-c2noc(C3CCCN(C(=O)NC4CCC(C)CC4)C3)n2)cc1 (stereo not given)	3.0	5.2
COc1ccc(Cn2ccc3ccc(-c4ccc5ccn(C(=O)c6ccccc6C)c5c4)cc32)cc1	8.1	-10.5
O=S(=O)(NCc1cn(Cc2ccccc2)nn1)c1ccccc1Br	-3.7	-2.6
CC(C)CN1C(=O)N2CCc3ccccc3C2CS1(=O)=O (stereo not given)	-2.6	-4.5
CCCC(C)NC(=O)CC1Oc2ccccc2NC1=O (stereo not given)	-4.3	-1.4
CC(C)CNC(=O)OCc1cn(Cc2ccc(C(F)(F)F)cc2)nn1	-10.7	-1.8
COc1ccc(C2CC(=O)C(c3ccc([N+](=O)[O-])cc3)=CN2Cc2ccccc2)cc1 (stereo not given)	-4.7	3.5
COCCCN1C(=O)[C@H](CC(=O)NCc2cccc(C(F)(F)F)c2)[C@]2(C(=O)OC)CCCCC=C12	-2.1	7.4
Cc1ccc(NC(=O)Cc2ccc(OC(F)F)cc2)c(S(=O)(=O)N2CCOCC2)c1	-0.6	4.3
C[C@H]1[C@@H](c2ccccc2)Oc2c(Cl)cccc2S(=O)(=O)N1C	-1.6	-4.0
O=C(NCCc1c[nH]c2ccccc12)OCc1cn(Cc2c(F)cccc2F)nn1	18.8	-0.8
COC(=O)[C@]12C[C@H](CC(=O)NCCC(C)C)C(=O)N(Cc3ccc(Cl)cc3Cl)C1=C[C@H](COCc1ccccc1)O[C@@H]2C	1.5	8.7
COC(=O)c1cc2c(c3c4cc(F)ccc4n(S(=O)(=O)c4ccc(OC)cc4)c13)C(=O)N(Cc1ccccc1OC)C2	-3.7	-6.8
CCOC(=O)[C@]12CCCCC/C=C\1N(Cc1ccc(OC)cc1)C(=O)[C@H]2CC(=O)NCc1ccc(C)o1	-2.0	14.1
O=C(c1ccccc1)N1Cc2cc(Br)ccc2-n2nncc2C1	1.0	-6.1
O=C(O)Cn1cnc2c(NCc3ccccc3)ncnc21	3.5	15.0
COc1ccccc1CCC[C@H](CCS(=O)(=O)C(C)C)CC1CCCCC1	-2.8	11.4
O=C(NC1CCCC1)C1C(c2ccc(C(F)(F)F)cc2)=Nc2ccccc2N1C(=O)c1cccc(C(F)(F)F)c1 (stereo not given)	-4.3	2.5
O=c1c(-c2cccnc2)nc2ccccc2n1C(c1ccccn1)c1nc2ccccc2[nH]1 (stereo not given)	-21.5	-13.2
COc1cccc(-c2ccc3c(c2)C2c4cnnn4-c4ccccc4C(=O)N2CC3)c1 (stereo not given)	0.5	-7.3
CCc1cc2c(nc1CC)CCCN2Cc1ccccc1C(F)(F)F	4.1	17.0
COC(=O)[C@]12C[C@H](CC(=O)NCCC(C)C)C(=O)N(Cc3ccco3)C1=C[C@H](COCc1ccccc1)O[C@@H]2C	-9.4	10.7

An excerpt from above in order of heavy-atom count, low to high:
SMILES	PrPC TRFRET	CCHF vOTU inh
O=C(O)Cn1cnc2c(NCc3ccccc3)ncnc21	3.5	15.0
O=C(NCCc1c[nH]c2ccccc12)OCc1cn(Cc2c(F)cccc2F)nn1	18.8	-0.8
O=c1c(-c2cccnc2)nc2ccccc2n1C(c1ccccn1)c1nc2ccccc2[nH]1 (stereo not given)	-21.5	-13.2
COCCCN1C(=O)[C@H](CC(=O)NCc2cccc(C(F)(F)F)c2)[C@]2(C(=O)OC)CCCCC=C12	-2.1	7.4
COC(=O)[C@]12C[C@H](CC(=O)NCCC(C)C)C(=O)N(Cc3ccco3)C1=C[C@H](COCc1ccccc1)O[C@@H]2C	-9.4	10.7

Further records:
SMILES	PrPC TRFRET	CCHF vOTU inh
COCCCNC(=O)C[C@H]1C[C@@]2(C(=O)OC)C(=C[C@H](C3CCCC3)O[C@@H]2C)N(Cc2ccco2)C1=O	0.6	-5.9
Cc1ccc(-n2c(SCC(=O)c3ccccc3Br)nnc2-c2ccncc2)cc1	-1.9	2.8
Cc1ccc(Cc2c(-c3cccc(Br)c3)nc3ccc(C)cn23)cc1	0.8	24.0
CC(C)(C)OC(=O)N1CCC[C@@H]1C(=O)NCc1ccccc1	1.9	-5.4
CCCCCCCCN1C(=O)[C@@H](CC(=O)NCCCOC)C[C@@]2(C(=O)OC)C1=C[C@H](C(C)C)O[C@@H]2C1CC1	4.8	17.1
O=C(C(=O)N1CCN(S(=O)(=O)c2cccc(C(F)(F)F)c2)CC1)c1cccc(C(F)(F)F)c1	-0.9	29.1
C#CCNC(=O)C[C@H]1C[C@@]2(C(=O)OC)C(=C[C@H](C(C)(C)C)O[C@@H]2C)N(CCCCCCCC)C1=O	-3.1	28.3
Cc1ccc(/C=N/NC(=O)c2c(C)nc3ccc(Cl)cn23)cc1	6.9	7.8
COCC(=O)N[C@H]1C[C@@H]2O[C@H](CO)CC[C@@H]2O[C@@H]1CCc1ccc(-c2ccccc2)cc1	-1.3	0.1
Clc1ccc([C@@H]2CC3CCC2N3)cn1 (stereo not given in full)	4.8	-1.6
COC(=O)[C@]12C[C@H](CC(=O)N3CCN(C(=O)C4CC4)CC3)C(=O)N(Cc3ccc4c(c3)OCO4)C1=C[C@H](COCc1ccccc1)O[C@@H]2C	-8.6	8.0
Cc1cnn(-c2ccccc2)c1NC(=O)COCc1ccccc1	8.6	4.4
COc1cccc(CNC(=O)[C@H]2CCCN2C(=O)[C@H]2CCCN2C(=O)N2CCOCC2)c1	2.8	-3.4
Cc1cc(N2CCN(Cc3ccccc3)CC2)n2nc(C)nc2n1	2.0	-2.8
CCn1c(COc2ccc(C)cc2)nnc1SCC(=O)c1ccc(-c2ccccc2)cc1	4.5	20.4

Overlap with the part before: 2 entries; new compounds follow.
SMILES	PrPC TRFRET	CCHF vOTU inh
Cc1cc(N2CCN(Cc3ccccc3)CC2)n2nc(C)nc2n1	2.0	-2.8
CCn1c(COc2ccc(C)cc2)nnc1SCC(=O)c1ccc(-c2ccccc2)cc1	4.5	20.4
CN(Cc1ccccc1)C(=O)OCc1cn(Cc2ccc(C(F)(F)F)cc2)nn1	2.6	14.8
O=C(C[C@H]1CC[C@H]2[C@@H](COC[C@@H](O)CN2S(=O)(=O)c2ccccc2)O1)N[C@@H]1CCN(Cc2ccccc2)C1	1.6	-5.9
C=CCN1[C@@H](C)[C@@H](c2ccccc2)Oc2c(Cl)cccc2S1(=O)=O	10.1	6.3
O=C(Nc1ccc2c(c1)OCO2)NC1CCN(S(=O)(=O)c2ccc(F)cc2)CC1	3.4	-4.7
CC(C)(C)c1ccc(S(=O)(=O)N2CCC(C(=O)NCC3COCCO3)CC2)cc1 (stereo not given)	-8.8	-6.0
O=C(NCc1ccccc1)c1nc(-c2c(F)cccc2F)oc1-c1ccccc1	-9.7	15.0
CCCC[C@H]1C2CC(OC(=O)Nc3ccc(Br)cc3)C(C2)[C@H]2CCCCN21 (stereo not given in full)	7.9	-1.8
CN(C)[C@@H]1CCN(c2cccc3c2S(=O)(=O)N2CC[C@H](C2)O3)C1	8.4	0.0
O=C(c1ccccc1Oc1ccccc1)N1CCC(Oc2cccnc2)CC1	-2.7	-0.9
CN(c1cccnc1)c1ccc(NC(=O)Cc2c[nH]c3ccccc23)cc1-c1ccc(F)c(F)c1	-0.1	1.4
CC(C)(C)OC(=O)NCCc1ccccc1/C=C/S(=O)(=O)NC1CCCC1	13.8	4.3
CCN(CC)c1ccc(NC(=O)c2cc3c(C)nn(-c4ccccc4)c3s2)cc1	8.0	11.7
CCOC(=O)[C@]12CCCC=C1N(CCC1=CCCCC1)C(=O)[C@H](CC(=O)NCc1cccc3ccccc13)C2	1.2	8.8
COC(=O)[C@]12C[C@H](CC(=O)NCc3cccc4ccccc34)C(=O)N(Cc3ccc(Cl)cc3Cl)C1=C[C@H](C(C)(C)C)O[C@@H]2C	-7.1	20.2
O=C1NC(c2ccc(Br)cc2)c2c(-c3ccccc3)n[nH]c21 (stereo not given)	2.9	-1.2
CC(C)(C)c1ccc(-c2nnc(SCC3CCCCO3)n2-c2ccc(Cl)cc2)cc1 (stereo not given)	4.1	15.6
COC(=O)C1(N(C)c2ccccc2)CCN(Cc2ccccc2)CC1	-4.8	-3.7
Cc1[nH]c2ccccc2c1CC(=O)Nc1ccc(Nc2ccncc2)cc1	4.5	7.5
Cc1c(NC(=O)C2CCCN(S(=O)(=O)c3ccc(F)cc3)C2)c(=O)n(-c2ccccc2)n1C (stereo not given)	-2.5	-3.9
CC1CCN(C(=O)c2ncn3c2C(=O)NC[C@@H]3C)CC1	-1.2	-2.6
CC(=O)NC(Cc1ccccc1C)C(=O)NC1CCN(c2ncccc2[N+](=O)[O-])CC1 (stereo not given)	-5.2	4.0
NCCN1CCN(S(=O)(=O)c2ccc3c(c2)CCN3C(=O)C2CCC2)CC1	-2.3	3.3
COc1ccc(C2=Nc3ccccc3N(C(=O)c3ccc4c(c3)OCO4)C2C(=O)Nc2c(C)cccc2C)cc1 (stereo not given)	-1.5	-3.1
O=C(c1ccc(Br)cn1)N1CCC(Oc2cccnc2)CC1	6.8	5.9
COc1cc(/C=C(/C#N)c2nc(-c3cc4ccccc4oc3=O)cs2)cc([N+](=O)[O-])c1O	5.3	-0.9
COC(=O)[C@]12C[C@H](CC(=O)NCCC(C)C)C(=O)N(Cc3ccc(Cl)cc3Cl)C1=C[C@H](C(C)C)O[C@@H]2C1CC1	8.6	1.3
O=C(NS(=O)(=O)c1cccs1)[C@H]1O[C@@H](n2ccc(=O)[nH]c2=O)[C@H](O)[C@@H]1O	0.9	-14.2
O=C1Nc2cnc(Cl)nc2Nc2ccc(Cl)cc21	-7.2	0.2
C[C@@H]1ON(C)[C@H]2C[C@H]3c4[nH]c5cccc(-c6cccc(F)c6)c5c4CCN3C(=O)[C@@H]12	6.7	-35.5
C[C@@H]1ON(C)[C@H]2C[C@H]3c4[nH]c5c(-c6ccc(Cl)cc6)cccc5c4CCN3C(=O)[C@@H]12	-3.2	0.8
COC(=O)C1CN(CC(C)C)CCS(=O)(=O)N1Cc1ccc(OC)cc1 (stereo not given)	7.2	-0.7
Cc1ccc(-n2c(SCC(=O)Nc3cccc4ccccc34)nnc2-c2cccs2)cc1	4.3	4.3
Cc1ccccc1C(=O)NC1CCCCN(Cc2cccc(F)c2)C1=O (stereo not given)	0.9	-5.7
COC(=O)C1CN(C2CCCC2)CCS(=O)(=O)N1Cc1cn(Cc2ccc(OC)cc2)nn1 (stereo not given)	6.8	-4.5
Cc1ccccc1Cn1cc(CN2[C@@H](C)COc3cc(Br)ccc3S2(=O)=O)nn1	5.1	-4.7
COC(=O)N[C@H](C(=O)N[C@@H](Cc1ccccc1)[C@@H](O)CN(Cc1ccc(-c2ccccn2)cc1)NC(=O)[C@@H](NC(=O)OC)C(C)(C)C)C(C)(C)C	9.2	18.7
CC(=O)Nc1cccc(C(C)C2=CCCCC2)c1 (stereo not given)	12.6	11.1

Single records (already shown).
CCc1cc2c(nc1CC)CCCN2Cc1ccccc1C(F)(F)F across the screens: PrPC TRFRET: 4.1; CCHF vOTU inh: 17.0
Cc1ccc(-n2c(SCC(=O)c3ccccc3Br)nnc2-c2ccncc2)cc1 across the screens: PrPC TRFRET: -1.9; CCHF vOTU inh: 2.8
CCCC(C)NC(=O)CC1Oc2ccccc2NC1=O (stereo not given) across the screens: PrPC TRFRET: -4.3; CCHF vOTU inh: -1.4
